MITF primary = blocks human microphthalmia-associated transcription factor; O75030; AlphaScreen MITF homodimerization, bead proximity signal; inhibition, % at 2.6 µM; 0.91% of 650,000 active; AID 1259374; in the data active = inhibition above about 50%;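 also: 0% = vehicle wells with protein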
Target sequence (O75030 whole entry, looked up): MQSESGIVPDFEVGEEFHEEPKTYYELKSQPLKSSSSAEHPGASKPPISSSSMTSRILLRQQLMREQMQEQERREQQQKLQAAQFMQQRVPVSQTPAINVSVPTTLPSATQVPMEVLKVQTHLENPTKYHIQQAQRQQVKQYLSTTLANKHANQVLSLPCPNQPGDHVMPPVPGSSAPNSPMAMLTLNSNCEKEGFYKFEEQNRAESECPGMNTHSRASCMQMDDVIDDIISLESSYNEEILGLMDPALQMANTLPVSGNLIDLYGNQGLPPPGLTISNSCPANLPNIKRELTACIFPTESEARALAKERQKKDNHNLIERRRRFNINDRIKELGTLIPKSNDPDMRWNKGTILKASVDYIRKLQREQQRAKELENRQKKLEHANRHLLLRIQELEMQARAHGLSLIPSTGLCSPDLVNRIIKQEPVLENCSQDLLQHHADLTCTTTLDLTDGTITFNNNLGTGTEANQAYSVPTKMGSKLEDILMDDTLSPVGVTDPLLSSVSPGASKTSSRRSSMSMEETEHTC
FBW7 activator = activators of human E3 ligase FBW7. Q969H0. AlphaScreen FBW7–phospho-cyclin E peptide binding, activator screen. normalized activity (activation), % at 26.1 µM. 0.13% of 650,000 active; in the data active = normalized activity above about 1.9%;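 also: purified mutant Fbw7 with reduced substrate affinity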
GPR151 ag = activators of human GPR151 | AID 1508602 | PathHunter beta-arrestin GPR151 cells, luminescence | activation, % at 11.2 µM | Q8TDV0 | 1% of 650,000 active; in the data active = activation above about 4.9%;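 also: 0% = median of compound wells and 100% = cells with positive control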
Target sequence (Q8TDV0 whole entry, looked up): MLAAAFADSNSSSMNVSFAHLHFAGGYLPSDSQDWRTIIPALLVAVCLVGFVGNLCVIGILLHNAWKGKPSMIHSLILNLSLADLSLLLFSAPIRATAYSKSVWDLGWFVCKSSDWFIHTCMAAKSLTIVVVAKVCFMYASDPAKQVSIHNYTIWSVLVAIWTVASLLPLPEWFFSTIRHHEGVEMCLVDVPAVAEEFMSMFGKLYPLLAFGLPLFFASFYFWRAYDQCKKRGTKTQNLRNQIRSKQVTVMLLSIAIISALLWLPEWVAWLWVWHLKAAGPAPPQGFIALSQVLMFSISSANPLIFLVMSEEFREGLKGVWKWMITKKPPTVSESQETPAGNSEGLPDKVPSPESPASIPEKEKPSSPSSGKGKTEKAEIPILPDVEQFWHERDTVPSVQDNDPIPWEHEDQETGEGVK
TEAD-YAP inh = TEAD-YAP interaction inhibition; HEK-TIYL cells, TEAD-Gal4/YAP UAS-luciferase luminescence; 1.4% of 640,000 active; inhibition, % at 9.12 µM; in the data active = inhibition above about 32%;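 also: 0% = median of test compound wells and 100% = reference inhibitor wells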
Starred values were filed as active, the others as inactive; . = not tested or not shown; & = joins results of further samples. Not a hit list; any-hit rate near 3.5%.

structure,FBW7 activator,MITF primary,TEAD-YAP inh,GPR151 ag
Cc1cccc(N(C)c2ccnc3c(-c4cccc(NS(C)(=O)=O)c4)cnn23)c1,0.3,-2,-29,-0.2
O=C(Nc1ccc(-c2cscn2)cc1)C1CCCN(Cc2cccc3ncccc23)C1 (centres undefined),-0.1,2,-13,-0.4
O=C(Nc1ccncc1)c1cc(Br)ccc1Cl,0.2,13,-1,0.4
COc1ccc(NC(=O)NC2CCCCC2)c(OC)c1,-0.1,-2,7,-0.8
Cc1ccc(OC(=O)CCN2C(=O)c3ccccc3C2=O)cc1C,-0.1,2,-3,0.9
CCCCOc1ccc(C(=O)NCCC(=O)O)cc1,0.0,-8,0,-1.8
C=CCN1C(=O)CC(N2CCN(Cc3ccccc3)CC2)C1=O (centres undefined),0.3,3,5,0.5
O=C(CN1C(=O)COc2ccccc21)N1CCN(C(c2ccccc2)c2ccccc2)CC1,0.4,7,14,-0.6
Cc1ccc([N+](=O)[O-])cc1-c1[nH]c(-c2ccccc2F)nc1-c1ccccc1,0.0,0,-4,0.4
Cc1ccc(-c2csc3nc(SCC(=O)Nc4ccc5c(c4)OCO5)n(-c4ccccc4)c(=O)c23)cc1,-0.1,-1,-1,-0.9
O=C(Nc1cc(C(=O)N2CC=C(c3ccccc3)CC2)ccc1N1CC2CC(C1)c1cccc(=O)n1C2)c1ccc(Br)o1 (centres undefined),0.0,9,8,0.5
COc1cc(Nc2ccc(Cl)cc2)c([N+](=O)[O-])nc1[N+](=O)[O-],0.1,2,-7,-0.3
O=C(CSc1nc2ccc(NC(=O)c3ccccc3)cc2s1)NCC1CCCO1 (centres undefined),0.1,6,-13,-0.1
CC(=O)Nc1ccc(Nc2nc(Nc3ccc(C(F)(F)F)cc3)nc3c2ncn3-c2ccsc2)cc1,0.1,10,-8,-1.2
COc1ccc(S(=O)(=O)n2nnc3ccccc32)c2ccccc12,0.2,13,9,-0.8
O=C(NCCc1ccc(Cl)cc1)C1CCCN1C(=O)NCc1ccccc1 (centres undefined),0.7,-1,6,0.5
O=C(CSc1n[nH]c(-c2ccncc2)n1)c1cccc([N+](=O)[O-])c1,-0.1,-20,-4,0.4
CCc1nnc(NC(=O)c2ccc3c(c2[N+](=O)[O-])C(=O)c2ccccc2C3=O)s1,0.1,2,11,-0.6
Cc1c(C(=O)NC(=S)Nc2ccc(N3CCOCC3)c(Cl)c2)oc2ccccc12,0.0,-4,5,1.1
c1cncc(CNc2nc(-c3csc4ccccc34)nc3c2ncn3C2CCCCC2)c1,0.2,13,8,-0.6
COc1ccc(N2C(=O)/C(=C\c3cc(OC)c(O)c(OC)c3)C(=O)NC2=S)cc1,0.0,9,3,-1.5
Oc1ccc(Nc2nc(-c3ccc(Cl)cc3)cs2)cc1,.,-2,.,0.3
CCC1CCCCN1Cc1cc(OC)c(OC)cc1[N+](=O)[O-] (centres undefined),0.3,6,-3,1.0
CCc1ccc(NC(=O)CN(C)S(=O)(=O)c2ccc3c(c2)n(C)c(=O)c(=O)n3C)cc1,0.1,7,5,1.6
CC1CCc2oc3ccc(NS(=O)(=O)c4ccc(Cl)cc4)cc3c2C1 (centres undefined),-0.1,2,16,-0.1
Cc1cccc(-n2c(O)c(/C=N/c3nc4ccc(Cl)cc4s3)c(=O)[nH]c2=O)c1,-0.4,7,-11,0.3
Cc1cnc(NC(=O)CSc2ccc(Cl)cc2)s1,0.9,4,-8,-1.5
Cc1cc(N2CCOCC2)nc2ccc(NC(=O)c3cccs3)cc12,-0.2,1,-26,0.6
Cc1sc2nc(CN3CC(C)OC(C)C3)[nH]c(=O)c2c1C (centres undefined),-0.1,0,6,1.8
CCOC(=O)C1=C(C)NC2=C(C(=O)CC(C)(C)C2)C1c1ccc(OC)c(OC)c1 (centres undefined),0.0,4,-3,-1.7
O=C(CSc1nnc(-c2cccs2)n1CC1CCCO1)c1ccc(O)cc1O (centres undefined),-0.1,-4,-4,-0.9
COc1ccc(Cl)cc1C(=O)Nc1ccc(NC(=O)c2ccc(C(C)(C)C)cc2)cc1,0.0,11,-6,0.8
Cc1ccccc1Nc1nc(N)nc(CN(C)Cc2ccccc2Cl)n1,-0.6,-9,-35,0.8
COc1ccccc1N(CC(=O)NCc1ccccc1C)S(C)(=O)=O,-0.2,10,-4,0.8
CC(=O)N1CCN(c2ccccc2NC(=O)COc2ccc(Br)cc2)CC1,-0.1,-6,4,-0.3
CCOC(=O)c1[nH]cnc1C(=O)Nc1ccccc1,0.0,5,14,0.7
O=C(NCCC1=CCCCC1)c1ccc2c(=O)n(Cc3ccc(Cl)cc3)c(=S)[nH]c2c1,0.6,38,-4,-2.0
CCOc1ccc(C2/C(=C(/O)c3ccc(F)cc3)C(=O)C(=O)N2Cc2cccnc2)cc1OC (centres undefined),0.1,11,11,-1.5
CCCC(=O)N/N=C/c1ccc(OC)cc1,0.1,5,-22,1.9
COc1cc(Cl)cc(/C=C(\C#N)c2nc3ccccc3[nH]2)c1O,0.1,7,-12,1.8
Cc1ccc(-c2nnc(Nc3cccc(Cl)c3)c3ccccc23)cc1S(=O)(=O)NCC1CCCO1 (centres undefined),0.3,14,16,-0.7
COc1cccc(NC(=O)N2CCNCC2)c1,-0.1,2,-7,23*
NC1=NC(=O)/C(=C/c2ccc(Cl)cc2)S1,0.1,-2,-1,0.1
C/C(CC(=O)Nc1cccc2ccccc12)=N\NC(=O)C12CC3CC(CC(C3)C1)C2,0.1,0,-42,2.1
COc1ccc(/C=N/NC(=O)COc2ccc(OC)cc2Br)c(O)c1,-0.1,-2,8,-0.7
CSc1nc2ccc(NC(=O)c3cccc([N+](=O)[O-])c3)cc2s1,-0.1,-5,-27,0.1
Cc1cc(C(=O)Nc2ccc(Br)c(C)n2)ccc1[N+](=O)[O-],-0.1,16,-69,5.0*
O=C(NCCNCc1ccccn1)c1ccco1,-0.3,11,-7,-0.2
CCOC(=O)c1c(NC(=O)CSc2nc(C)cc(C)n2)sc2c1CCCC2,0.1,-6,4,-1.6
O=C(Cc1ccccc1)Nc1ccc(Oc2ccc(C(=O)O)c(C(=O)O)c2)cc1,0.0,17,8,-1.3

Single records, as listed above. Values in the order: FBW7 activator	MITF primary	TEAD-YAP inh	GPR151 ag
`C=CCN1C(=O)CC(N2CCN(Cc3ccccc3)CC2)C1=O` (centres undefined) as listed: 0.3	3	5	0.5
`O=C(CSc1nc2ccc(NC(=O)c3ccccc3)cc2s1)NCC1CCCO1` (centres undefined) as listed: 0.1	6	-13	-0.1

(further entries)
structure,FBW7 activator,MITF primary,TEAD-YAP inh,GPR151 ag
O=C1Nc2ccc(Br)cc2C1Cc1ccco1 (centres undefined),0.1,10,3,0.5
CC(C)c1ccc(OC(=O)C(C)N2C(=O)c3ccccc3C2=O)cc1 (centres undefined),0.0,6,10,-0.1
CC(C)(C)NC(=O)CSc1nncn1-c1ccccc1,0.3,11,-2,-2.5
O=C(Nc1cccc(S(=O)(=O)Nc2ccc(Cl)cc2)c1)c1ccc[n+]([O-])c1,-0.1,14,-2,0.2
CCN(Cc1ccccc1)C(=O)CSc1nc2nc(C)c(Cc3ccccc3Cl)c(C)n2n1,-0.7,0,5,0.0
COc1cccc(C(=O)N/N=C(\C)CC(=O)Nc2ccc(Br)cc2)c1,1.3,9,-1,-0.5
c1ccc(Nc2nc(Nc3ccccc3)nc(Sc3nc4ccccc4o3)n2)cc1,0.0,14,-9,0.3
COCC(=O)c1[nH]c2ccccc2c1C,-0.1,11,-4,1.0
NC1=NC(=O)/C(=C/c2cc([N+](=O)[O-])ccc2Cl)S1,0.2,18,-3,-0.9
CON(C)C(=O)CCC(=O)NC1CCN2CCCc3cccc1c32 (centres undefined),-0.1,-6,-2,-0.4
CC1CC(=O)C2=C(C1)OC(N)=C(C#N)C2c1ccco1 (centres undefined),0.0,20,1,0.6
CC(Cc1ccccc1)N=c1nc2c(ncn2C)c(N)n1C (centres undefined),-0.1,-4,-4,2.6
O=C1NC(=O)/C(=C\c2ccc(O)c([N+](=O)[O-])c2)N1,0.1,6,1,-0.9
O=C(NCc1ccc(Cl)cc1)c1ccc(NC2=NC3CS(=O)(=O)CC3S2)cc1 (centres undefined),0.2,-6,7,0.7
O=C1N[C@H](Cc2ccccc2)C(=O)N2CCN(C(=O)c3ccc(-c4ccccc4)cc3)C[C@H]12,0.1,6,-1,0.6
CCCCC(=O)Nc1nnc(CC(C)C)s1,-0.1,8,-6,1.2
COc1cc2cc3c(=O)[nH]c(-c4ccc(C)cc4)nc3nc2cc1OC,0.5,14,-5,-0.3
CCCn1c(CN2CCc3nc(C)[nH]c(=O)c3C2)nc2ccccc21,-0.2,5,5,1.6
Fc1ccc(CSc2nc(NCc3ccco3)c3ccccc3n2)cc1,-0.1,0,-10,-0.3
COc1ccc(N2CCN(C(=O)COc3cccc(C)c3C)CC2)cc1,-0.1,2,-2,-1.0
O=C1ON=C(c2ccc([N+](=O)[O-])cc2)/C1=C/c1ccccc1O,0.6,14,-3,-0.5
COc1ccc(Cl)cc1N(CC(=O)NCc1ccc(Cl)cc1)S(C)(=O)=O,0.1,0,6,3.2
CC(=O)CC(C)(C)S(=O)(=O)c1ccc(NC(C)=O)cc1,-0.1,-2,2,-0.4
O=C(Nc1cnn(CC(=O)N2CCCC(OCc3ccccn3)C2)c1)c1ccccc1F (centres undefined),-0.4,1,3,-0.6
CC(=O)NC(NCc1ccccc1)(C(F)(F)F)C(F)(F)F,-0.2,2,0,-0.3

Gathered by group, the entries above containing fluorine (6)
structure,FBW7 activator,MITF primary,TEAD-YAP inh,GPR151 ag
Cc1ccc([N+](=O)[O-])cc1-c1[nH]c(-c2ccccc2F)nc1-c1ccccc1,0.0,0,-4,0.4
CC(=O)Nc1ccc(Nc2nc(Nc3ccc(C(F)(F)F)cc3)nc3c2ncn3-c2ccsc2)cc1,0.1,10,-8,-1.2
CCOc1ccc(C2/C(=C(/O)c3ccc(F)cc3)C(=O)C(=O)N2Cc2cccnc2)cc1OC (centres undefined),0.1,11,11,-1.5
Fc1ccc(CSc2nc(NCc3ccco3)c3ccccc3n2)cc1,-0.1,0,-10,-0.3
O=C(Nc1cnn(CC(=O)N2CCCC(OCc3ccccn3)C2)c1)c1ccccc1F (centres undefined),-0.4,1,3,-0.6
CC(=O)NC(NCc1ccccc1)(C(F)(F)F)C(F)(F)F,-0.2,2,0,-0.3

The list continues.
structure,FBW7 activator,MITF primary,TEAD-YAP inh,GPR151 ag
COc1ccc(NC(=O)NCCN2CCN(c3ccc(C)cc3)CC2)c(Cl)c1,-0.1,4,3,-0.4
O=c1[nH]c2ccccc2cc1CNCCO,0.0,-3,-1,2.8
N#C/C(=C(/O)COc1ccc(Br)cc1)c1nnc2n1CCCCC2,0.6,9,4,-0.5
O=C(/C=C/c1ccc([N+](=O)[O-])cc1)OCC(=O)N1CCCC1=O,-0.1,2,-10,-0.7
COc1ccc(CNC(=O)C(=O)Nc2ccccc2OC)cc1,0.0,9,1,-1.0
Cc1ccc(CNn2c(-c3ccc(Br)cc3)nc3ccccc3c2=O)o1,0.5,7,-7,0.5
CN(C1CCCCC1)S(=O)(=O)c1ccc(C(=O)Nc2ccccc2F)cc1,-0.1,2,5,-0.8
COCCNC(=O)c1c[nH]n2c(=O)c(Cl)c(C)nc12,0.1,13,-12,-1.3
CCNc1nc(NCC)nc(N/N=C/c2ccc(-c3ccc(S(N)(=O)=O)cc3)o2)n1,-0.4,9,-7,-0.2
CCCCOc1ccccc1C1Nc2ccccc2NC2=C1C(=O)CC(c1ccc(Cl)cc1)C2 (centres undefined),0.0,2,-1,1.5
N#Cc1c(SCc2ccc(F)cc2)nc2c(c1-c1ccccc1)CCC2,0.9,19,-9,-0.8
Cc1cc(OCC(=O)Nc2ccncc2)cc(C)c1Br,0.0,-5,33*,-0.5
COc1ccc(NS(=O)(=O)c2cc(C)ccc2C)cc1N1CCCC1=O,-0.1,-3,-2,2.4
Cc1sc(N)c(C(=O)c2cccc(C(F)(F)F)c2)c1C,0.1&1.5,-17&5,5,0.3&1.9
O=C(CN1CCC(O)(c2ccc3c(c2)OCO3)CC1)NCc1ccc(F)cc1,0.3,15,14,-0.5
COC(=O)c1ccc(Nc2ncnc3ccccc23)cc1,0.4,12,-39,-2.7
C=C(C)Cn1c(=O)c2c(nc3n2CCN3Cc2ccc(C)cc2)n(C)c1=O,-0.1,14,3,-1.9
CCc1cccc(CC)c1N1C(=O)c2cc(N3CCOCC3)c([N+](=O)[O-])cc2C1=O,0.1,5,4,0.0
COc1ccc(-c2nn(CCC(=O)O)cc2/C=N\NC(N)=S)cc1,0.0,-7,-8,2.0
CCC1CCCCN1C(=O)CCc1nnc(-c2cc(C)on2)o1 (centres undefined),0.5,4,-43,-0.1
O=P(O)(Cc1ccccc1)Cc1ccccc1,0.3,-10,1,1.1
CCNC(=S)Nc1ccccc1OC,0.0,-12,-6,-0.7
COc1ccc(C(=O)CSc2nc(N)c3[nH]cnc3n2)cc1,0.3,5,2,-0.3
O=C1N=C(N2CCOCC2)S/C1=C/c1ccc(-c2ccc(Cl)cc2)o1,-0.2,-8,-3,0.3
COCc1ccc(CN2Cc3ccccc3OC(C)C2)o1 (centres undefined),0.8,13,-2,0.1
O=C(CSc1ccc(Cl)cc1)N1CCN(c2ccccc2F)CC1,0.3,-10,-3,0.3
O=C(Nc1ccc(F)c(Cl)c1)C1CC(=O)N(C2CCCCC2)C1 (centres undefined),0.0,1,10,1.8
